ASAP1 inh = ASAP1 ArfGAP inhibition; inhibition, % at 16.5 µM; 360,000 compounds, 0.19% hits; ASAP1-stimulated ARF1 GTP hydrolysis, GDP FP detection; Q9ULH1; in the data active = inhibition above about 25%;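 also: 0% = vehicle with enzyme and substrate and 100% = no enzyme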
ADAM10 inh = ADAM10 inhibition, QFRET primary screen | AID 720582 | 370,000 compounds, 0.62% hits | O14672 | inhibition, % at 7 µM | recombinant ADAM10, EDANS/DABCYL FRET peptide cleavage, 3 h;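 active = inhibition above a per-campaign cutoff equal to the mean of compounds falling between control-based bounds plus 3 SD, cut at about 20% in these data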;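 also: 0% = DMSO wells while the 100% control is not disclosed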
Target sequence (O14672 214-748 limits assumed): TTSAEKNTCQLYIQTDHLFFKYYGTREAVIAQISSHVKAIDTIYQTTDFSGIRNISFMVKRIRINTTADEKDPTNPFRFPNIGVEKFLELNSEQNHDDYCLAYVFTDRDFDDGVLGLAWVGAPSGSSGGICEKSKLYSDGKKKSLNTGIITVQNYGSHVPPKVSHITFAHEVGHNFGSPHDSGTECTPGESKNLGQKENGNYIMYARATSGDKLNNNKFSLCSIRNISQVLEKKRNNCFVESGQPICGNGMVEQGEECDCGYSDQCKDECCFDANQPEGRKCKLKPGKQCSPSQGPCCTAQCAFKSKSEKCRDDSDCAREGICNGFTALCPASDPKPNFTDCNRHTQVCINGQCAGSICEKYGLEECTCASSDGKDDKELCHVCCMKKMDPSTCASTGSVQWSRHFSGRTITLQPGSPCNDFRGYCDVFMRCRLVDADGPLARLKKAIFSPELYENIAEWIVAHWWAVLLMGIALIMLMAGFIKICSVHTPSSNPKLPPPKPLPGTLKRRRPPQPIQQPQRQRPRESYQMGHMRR
NPR1 activator = GC-A (human) enzyme activation | HEK293 GC-A cells, cGMP TR-FRET, EC30 ANP; 0% at EC30 ANP, 100% saturating ANP | activation, % at 10 µM | 370,000 compounds, 0.14% hits | AID 1671463; in the data active = activation above about 40%
GC-B act = GC-B (human) receptor activation. P20594. HEK293-GC-B cells, CNP EC30, cGMP TR-FRET; 0% at EC30 CNP, 100% saturating CNP. activation, % at 10 µM. 370,000 compounds, 0.11% hits;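 active = activation at 10 µM reaching about 35% in either raw or pattern-adjusted values, limit read from the data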
KLK7 zymogen act = proKLK7 (human) activation, primary screen. P49862. purified proKLK7, EDANS-DABCYL substrate fluorescence; 100% is mature enzyme control, 0% vehicle. activation, % at 7 µM. 370,000 compounds, 0.9% hits. AID 652039;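 active = activation above the mean of all tested compounds plus 3 SD, computed per campaign excluding outliers beyond control limits, cut at about 13% in these data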
HGIII-sPLA2 inh = Blocks human group III sPLA2 activity. 370,000 compounds, 0.56% hits. Q9NZ20. QFRET BODIPY PC-A2 liposome hydrolysis, fluorescence. inhibition, % at 12.2 µM;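 active = inhibition above mean plus 3 SD of compounds lying within the high and low control bounds, cut at about 19% in these data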;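 also: 0% = median of test compound wells and 100% = no enzyme DMSO wells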
ARFGAP1 inhibitor = inhibitors of rat ARFGAP1. Q62848. Arfgap1-stimulated ARF1 GTP hydrolysis, GDP FP detection. inhibition, % at 16.5 µM. 360,000 compounds, 0.26% hits;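 active = inhibition above a per-plate limit, mean inhibition of low control wells plus 3 SD, cut at about 25% in these data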;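 also: 0% = DMSO wells with enzyme and 100% = wells lacking Arfgap1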
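Repeats: one replicate per compound; assay system: rat Arfgap1 catalytic domain, aa 1-136; times: enzyme reaction 120 min at 25 °C after 20 min preincubation; detection: FP of antibody-bound GDP Alexa 633 tracer, ex 620/em 688 nm; benchmarks: high control wells lacking Arfgap1, low control full reaction with DMSO; reagent: human ARF1(Δ1-17)-GTP substrate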
GAA850 FXN act = increases GAA850 frataxin promoter reporter activity; activation, % at 6 µM; HEK293 lucGAA850 FXN promoter luciferase reporter, 24 h; percent of 10 µM SAHA response; 360,000 compounds, 0.56% hits;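 active = activation above the average of all compounds screened plus 3 SD, cutoff fixed separately per campaign, cut at about 7.5% in these data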;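 also: 0% = DMSO wells and 100% = 10 µM SAHA wells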
rCAG binder = molecules binding r(CAG) RNA repeats | 370,000 compounds, 1.3% hits | AID 651821 | inhibition, % at 3 µM | r(CAG) RNA repeat, TO-PRO-1 dye displacement fluorescence;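 active = inhibition above the plate cutoff, the mean of all test compounds on that plate plus 3 SD, cut at about 35% in these data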;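 also: 0% = DMSO alone and 100% = 100 µM mitoxantrone as full dye displacement; higher means more dye released from RNA so lower well fluorescence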
Tn6 DDE FP = disrupts Tn6 cyclic peptide binding to fibrin D-Dimer-E complex | P02675 | Fibrin DD(E) TRITC-Tn6 fluorescence polarization displacement | inhibition, % at 8.3 µM | 370,000 compounds, 0.21% hits;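 active = inhibition above a per-campaign cutoff: mean of compounds within control limits plus 3 SD, cut at about 15% in these data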;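 also: 0% = median of all compound wells on the plate and 100% = blocking peptide control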
Target sequence (P02675 whole entry, looked up): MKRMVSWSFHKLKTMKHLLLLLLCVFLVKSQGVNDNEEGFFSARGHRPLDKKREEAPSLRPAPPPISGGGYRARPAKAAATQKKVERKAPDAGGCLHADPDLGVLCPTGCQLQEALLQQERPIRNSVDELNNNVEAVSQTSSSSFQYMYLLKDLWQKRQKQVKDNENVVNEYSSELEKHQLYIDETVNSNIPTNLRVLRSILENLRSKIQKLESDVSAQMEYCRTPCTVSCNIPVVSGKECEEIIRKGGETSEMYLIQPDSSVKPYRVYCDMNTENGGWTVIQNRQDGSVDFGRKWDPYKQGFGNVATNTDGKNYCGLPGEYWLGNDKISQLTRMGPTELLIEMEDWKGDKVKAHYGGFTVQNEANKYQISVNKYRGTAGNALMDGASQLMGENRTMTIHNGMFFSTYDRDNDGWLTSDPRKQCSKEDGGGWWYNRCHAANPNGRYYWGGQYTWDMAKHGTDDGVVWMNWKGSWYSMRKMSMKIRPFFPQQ
Numbers without * were called inactive; x = not tested or not shown.

SMILES	ASAP1 inh	ADAM10 inh	NPR1 activator	GC-B act	KLK7 zymogen act	HGIII-sPLA2 inh	ARFGAP1 inhibitor	GAA850 FXN act	rCAG binder	Tn6 DDE FP
COc1cccc(C2CC(c3cccc(Br)c3)n3nc(N)nc3N2)c1 (stereo not drawn)	10	-100	-16	-6	0.1	2	-4	2.5	4	2
COC(=O)CCCC1=CC2=C(c3ccccc3)C(=O)C(C)(OC(=O)C3CCCC3)C(=O)C2=CN1C1CCCCC1 (stereo not drawn)	-4	-2	1	-1	0.4	3	-6	-3.1	0	-7
O=C(NC(=S)Nc1ccc(N2CCCC2)cc1)c1ccccc1[N+](=O)[O-]	-6	11	-5	-12	-0.5	23*	4	8.8*	9	-3
CCN(CC)CCSc1nnc2c3ccccc3n(Cc3ccccc3)c2n1	7	0	2	-2	-0.5	-5	1	-1.0	9	3
CCOC(=O)c1ccn(S(=O)(=O)c2ccc(C)cc2)c1-c1ccccc1	-2	4	-2	10	-0.8	-9	-1	x	2	4
Cc1ccc(C(=O)CCC(=O)Nc2cccc(C)c2)cc1	1	0	-3	1	-0.3	-4	-1	-0.2	-4	1
CC1CCCCC1NC(=O)c1ccco1 (stereo not drawn)	-7	-2	2	2	0.2	5	-2	0.5	0	-4
CC(C)(C)S(=O)(=O)/C(C#N)=N/Nc1ccc(S(N)(=O)=O)cc1	-10	4	1	0	0.1	-8	7	0.8	0	5
COc1ccc(S(=O)(=O)NNc2nc(C)cc(C)n2)cc1Br	6	4	-3	-2	-0.2	8	-13	2.1	2	10
CC1CCN(C(=O)C2CCN(S(=O)(=O)c3cccc4nonc34)CC2)CC1	-8	-1	-2	0	-0.3	2	6	1.2	-3	4
CCc1noc(C)c1C(=O)Nc1sc(C(=O)N(C)C)c(C)c1C(=O)OC	-19	-6	3	3	0.0	-1	-4	0.8	-3	-7
COc1cc(/C=C2/C(=O)NN(c3ccc(F)cc3)C2=O)cc(Cl)c1O	-11	-2	1	-5	0.1	-5	12	3.5	15	1
Cn1nnnc1SCCOc1ccc(C#N)cc1	16	-3	3	0	0.4	0	-7	-0.6	-1	5
Cc1cc(C)n(CCCNC(=O)c2cc(COc3ccc(C)c(C)c3)on2)n1	-3	7	4	10	0.4	-11	14	-0.3	-4	-7
CCOC(=O)[C@H]1[C@H]2COc3cc(OC)ccc3[C@@H]2N2C(=O)CN(Cc3ccco3)C(=O)[C@@]12C	-17	-9	-1	1	-0.2	1	3	-0.2	0	3
COc1ccc(-n2c(-c3cnccn3)n[nH]c2=S)cc1	8	7	0	2	0.4	4	7	-1.6	-3	8
Nc1nc(SCc2ccccc2)c2[nH]cnc2n1	7	-6	3	0	0.3	3	2	3.0	-2	3
CC1(C)CCc2nc(SCc3ccccc3)c(C#N)cc2C1	-4	4	-1	6	-0.1	2	8	3.0	2	1
Cc1ccccc1Nc1nc(Cl)c(C=O)s1	-2	-5	2	-1	0.4	2	-4	-0.8	-2	-4
Cc1ccc(C(=O)OCCc2sc[n+](Cc3ccccc3)c2C)cc1	7	0	-2	1	-0.1	3	-3	4.0	1	4
COc1ccc(NC(=O)CCCn2c(=O)[nH]c3ccccc3c2=O)cc1	-4	-12	-2	-2	-0.4	5	-10	1.7	-1	0
CCCCCCN1C[C@H](O)[C@@H](n2cc(COC(=O)c3ccccc3)nn2)C[C@@H]1c1ccc(C)cc1	4	11	-6	-7	1.0	-28	9	-1.4	7	-6
Cn1c(-c2ccccc2)cnc1SCC(=O)N1CCCc2ccccc21	-2	0	-14	-5	-0.6	-6	-5	2.0	0	-3
COc1ccc(NC(=O)Nc2ccc3c(c2)CC(=O)N([C@H](C)CO)C[C@@H](C)[C@H](CN(C)C(=O)Nc2ccccc2)O3)cc1	12	3	0	3	0.8	-14	1	1.4	5	7
CCN1CCCC1CNC(=O)CS(=O)(=O)Cc1nc(-c2ccccc2C)oc1C (stereo not drawn)	1	-2	-5	6	-0.7	-2	9	0.8	3	-1

Some of the entries so far, with each value named.
> CCCCCCN1C[C@H](O)[C@@H](n2cc(COC(=O)c3ccccc3)nn2)C[C@@H]1c1ccc(C)cc1
  ASAP1 inh: 4; ADAM10 inh: 11; NPR1 activator: -6; GC-B act: -7; KLK7 zymogen act: 1.0; HGIII-sPLA2 inh: -28; ARFGAP1 inhibitor: 9; GAA850 FXN act: -1.4; rCAG binder: 7; Tn6 DDE FP: -6

> COc1cc(/C=C2/C(=O)NN(c3ccc(F)cc3)C2=O)cc(Cl)c1O
  ASAP1 inh: -11; ADAM10 inh: -2; NPR1 activator: 1; GC-B act: -5; KLK7 zymogen act: 0.1; HGIII-sPLA2 inh: -5; ARFGAP1 inhibitor: 12; GAA850 FXN act: 3.5; rCAG binder: 15; Tn6 DDE FP: 1

The list goes on.
SMILES	ASAP1 inh	ADAM10 inh	NPR1 activator	GC-B act	KLK7 zymogen act	HGIII-sPLA2 inh	ARFGAP1 inhibitor	GAA850 FXN act	rCAG binder	Tn6 DDE FP
Cc1cccc(N(CC(=O)N2CCN(c3ccc(F)cc3)CC2)S(C)(=O)=O)c1C	-3	-6	-7	3	-0.6	-5	1	1.9	-7	5
Cc1ccc(OCCCC(=O)Nc2ccc(S(=O)(=O)Nc3cc(C)nc(C)n3)cc2)cc1	2	-6	2	-1	-0.2	-26	-2	-2.1	25	3
COc1ccc(NC(=O)Nc2cc(C(C)(C)C)on2)cc1OC	6	5	-1	-7	-0.6	-1	9	1.7	-4	0
COc1cccc(OC)c1C(=O)Nc1nnc(-c2ccc(F)cc2)s1	-8	4	-5	3	0.9	-3	9	1.7	-1	-4
Cn1c(CN2CCCC2)nc2cc(NC(=O)c3ccc(Cl)cc3)ccc21	-5	1	3	7	-0.3	2	0	4.4	-3	-9
O=C(NC(Cc1ccccc1)C(=O)O)/C(=C\c1ccc(F)cc1)NC(=O)c1ccco1 (stereo not drawn)	3	0	3	4	-0.5	-3	7	-0.1	1	-2
CCCn1c(SCC(=O)N2CCN(c3ccc(OC)cc3)CC2)nc2c1c(=O)n(C)c(=O)n2C	-8	3	3	-2	0.0	3	3	0.6	-7	0
COc1ccccc1OCC(=O)Nc1ccc(-c2nnc(-c3ccco3)o2)cc1	8	2	-1	-3	-0.5	2	5	3.4	1	-2
Cc1nc2ccccn2c1-c1ccnc(SCc2ccc(Cl)cc2)n1	-9	-97	4	4	-28	-6	-14	4.0	12	9
CCC(C(=O)Nc1cc(Cl)ccc1OC)c1ccccc1 (stereo not drawn)	6	6	-27	-9	0.7	-5	-25	2.5	-1	1
O=S1(=O)CC/C(=N/Nc2ccc(C(F)(F)F)cn2)c2cc(F)ccc21	-17	6	-1	-4	0.9	0	-4	2.7	1	2
Cc1ccc(N(C)C(=O)c2cc(S(=O)(=O)N3CCCC3)cn2C)cc1	-5	-1	0	0	-0.2	3	2	0.6	3	6
CCCCCCCCN1C(=O)[C@@H](CC(=O)NCCC(C)C)C[C@@]2(C(=O)OC)C1=C[C@H](C(C)C)O[C@@H]2C1CC1	x	8	-6	2	-0.3	-4	x	x	9	-3
COc1ccccc1C1(CC(=O)N2CCOCC2)CCOC(C(C)C)C1 (stereo not drawn)	-7	5	2	-4	-0.6	5	0	-1.7	-10	-9
CC1CCCCC1n1c(-c2cccnc2)n[nH]c1=S (stereo not drawn)	5	0	1	-10	0.2	14	9	1.0	-1	1
COc1ccccc1CN1CCNC(=O)C1CC(=O)N(C)CC1CCOCC1 (stereo not drawn)	-8	-12	3	10	0.7	3	-4	0.5	-3	0
COc1ccc(Br)cc1CNc1ccc(S(N)(=O)=O)cc1	6	-1	3	5	0.1	-12	-7	1.6	-1	0
O=C(CSc1c[nH]c2ccccc12)NCc1ccc2c(c1)OCO2	-1	-7	1	1	-0.6	-9	-14	-2.6	1	0
O=C(COC(=O)C1CC(=O)N(c2ccccc2)C1)c1ccccc1 (stereo not drawn)	10	-4	0	2	0.3	-2	-4	0.4	0	2
CCOc1ccccc1C1C(C(N)=O)=C(C)Nc2nc(-c3ccc(OC)cc3)nn21 (stereo not drawn)	-7	-32	3	-5	0.4	1	-12	0.4	2	-3
O=C(c1ccco1)N1CCN(C2CN(C3CCCCC3)S(=O)(=O)C2)CC1 (stereo not drawn)	-1	-4	-2	-1	0.2	13	6	x	-2	7
O=C(c1ccc(N2CCCC2=O)cc1)N1CCN(c2ccccc2O)CC1	6	1	-3	5	-0.3	-10	9	1.9	6	-2
Nc1ncc2c(n1)-c1ccoc1CC2	-1	-240	1	-2	5.6	3	-2	-0.3	-5	-4
Cc1cccc(OCc2nnc(SCC(=O)N3c4ccccc4Sc4ccc(Cl)cc43)o2)c1	1	10	-1	0	1.0	-1	5	0.5	3	0
CSCCC(NC(=O)COc1ccccc1)C(=O)OCc1ccc([N+](=O)[O-])cc1 (stereo not drawn)	-10	5	-4	-1	-0.1	-5	2	2.3	-4	4
SMILES	ASAP1 inh	ADAM10 inh	NPR1 activator	GC-B act	KLK7 zymogen act	HGIII-sPLA2 inh	ARFGAP1 inhibitor	GAA850 FXN act	rCAG binder	Tn6 DDE FP
CC(C)=CCC/C(C)=C/CN1C(=O)N(c2ccc(F)cc2)[C@H]2C[C@@H](c3ccccc3)[C@@H](C)[C@@H](C(=O)N3CCOCC3)C[C@H]21	-4	-5	-12	13	0.5	1	1	x	5	-1
Cc1cc(-c2nnc(CCC(=O)N(C)Cc3cccc4ccccc34)o2)no1	4	-1	2	7	0.1	-1	1	4.2	-6	3
C[C@H]1CN([C@@H](C)CO)C(=O)Cc2cc(NC(=O)CCC(F)(F)F)ccc2O[C@H]1CN(C)S(=O)(=O)c1ccc(F)cc1	-7	6	1	0	1.1	-11	0	-1.5	-7	3
C(=N\NC1=Nc2cccc3cccc1c23)/c1ccccn1	12	1	-7	-3	0.9	-5	8	-0.9	5	-2
COC(=O)CCC(=O)OC1(C)C(=O)C=C2C=C(C3CC3)N(C(CO)CO)C=C2C1=O (stereo not drawn)	-2	-24	-2	3	0.3	5	6	-1.4	-4	3
CC(C)OC1(c2ccccc2)OC(=O)c2ccccc21 (stereo not drawn)	-15	4	-4	3	0.1	-1	0	0.0	2	5
CN(C)C1(CNC(=O)C2CCN(S(=O)(=O)c3ccccc3C(F)(F)F)CC2)CCCCC1	-7	-12	2	-3	-0.2	2	14	0.4	-6	0
CC1=C(C(=O)OC(C)C)C(c2cccs2)C(C(=O)OC(C)C)=C(C)N1	-9	-24	-21	-10	-0.4	9	-16	-3.6	-9	-5
COc1ccc(/C=C2\CN(Cc3ccccc3)C/C(=C\c3ccc(OC)c(O)c3)C2=O)cc1O	9	11	10	2	0.6	-24	10	-13	14	-1
COC(=O)c1cc(S(=O)(=O)NCc2ccc(S(N)(=O)=O)cc2)oc1C	4	-6	2	3	0.6	-5	1	1.7	1	7
CC1CC1c1ccc(/C=C(\C#N)C(=O)Nc2ccc(Cl)cc2)o1 (stereo not drawn)	-1	7	15	-3	0.1	-6	-6	4.5	2	-4
CCNC(=O)C1CCCN(C(=O)Cc2cccs2)CC1 (stereo not drawn)	-10	-2	-2	5	0.1	-1	-16	-0.2	2	18*
CCC(CC)C(=O)Nc1cccc(C(=O)Nc2ccc(OC)cc2[N+](=O)[O-])c1	8	8	3	-2	0.4	11	11	-0.8	2	4
COc1ccc(Cl)cc1N(CC(=O)N(C)C)S(=O)(=O)c1ccc(C)c([N+](=O)[O-])c1	-2	-9	-15	-9	-0.2	3	2	-0.2	2	10

Screens deposited in PubChem BioAssay by several laboratories.
